RBBP9 inhibitor – inhibitors of human serine hydrolase RBBP9; O75884; recombinant RBBP9, FP-Rh probe fluorescence polarization; inhibition, % at 7.94 µM; 220,000 tested, 0.2% active; AID 1515;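 active = inhibition above the campaign mean of all tested compounds plus 3 SD, cut at about 14% in these data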;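 also: plate controls were DMSO wells with RBBP9 for no effect and wells lacking RBBP9 protein for full effect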
Target sequence (O75884 whole entry, looked up): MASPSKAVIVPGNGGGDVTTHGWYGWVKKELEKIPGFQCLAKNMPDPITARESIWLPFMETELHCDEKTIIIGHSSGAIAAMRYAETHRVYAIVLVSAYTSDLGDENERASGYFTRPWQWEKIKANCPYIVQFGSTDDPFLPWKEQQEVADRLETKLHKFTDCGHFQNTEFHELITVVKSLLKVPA
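Measured by – fluorescence polarization · Test system – RBBP9 protein · Input – 2.5 µM RBBP9 dispensing solution, before mixing · Measure – percent inhibition from mP, scaled between DMSO and no-protein wells · Benchmarks – DMSO-treated enzyme wells and wells lacking RBBP9 · Times – preincubation 30 min plus labeling 45 min at 25 °C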
EP2 antag – blocks the human prostaglandin E2 receptor EP2 | P43116 | C6 glioma cells expressing human EP2, cAMP TR-FRET; cells stimulated with saturating PGE2 | inhibition, % at 25 µM | 260,000 tested, 0.52% active;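 active = percent inhibition above 40 after rounding to a whole number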;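 also: rat C6 glioma host cells with rolipram phosphodiesterase inhibitor present; the protocol text gives 20 µM as final concentration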
zVAD death inh – L929 zVAD cell death inhibition; AID 1377; 220,000 tested, 0.38% active; viability rescue, % at 10 µM; L929 zVAD necroptosis rescue, ATP luminescence, 24 h; with zVAD 60 µM;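 active = activation, scaled between plate controls, above about 75%, limit read from the data; inactive = activation under that limit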;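 also: 0% = zVAD with DMSO and 100% = DMSO alone without zVAD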
Runt-SMMHC FRET – inhibitors of human RUNX1 Runt domain binding to CBFb-SMMHC; 220,000 tested, 0.74% active; Cerulean-Runt/Venus-CBFb-SMMHC FRET ratio 530/480, 1 h; AID 1434; inhibition, % at 20 µM; Q01196+Q13951;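 active = mean inhibition across duplicate retests at 20 µM reaching about 50%, limit read from the data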;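 also: 0% = DMSO wells and 100% = wells with excess untagged CBFb-SMMHC; inhibitors lower the FRET ratio by blocking Runt binding to CBFb-SMMHC; some results filed as inactive read as strong as hits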
Target sequence (Q01196 whole entry, looked up, the tested form may be a part): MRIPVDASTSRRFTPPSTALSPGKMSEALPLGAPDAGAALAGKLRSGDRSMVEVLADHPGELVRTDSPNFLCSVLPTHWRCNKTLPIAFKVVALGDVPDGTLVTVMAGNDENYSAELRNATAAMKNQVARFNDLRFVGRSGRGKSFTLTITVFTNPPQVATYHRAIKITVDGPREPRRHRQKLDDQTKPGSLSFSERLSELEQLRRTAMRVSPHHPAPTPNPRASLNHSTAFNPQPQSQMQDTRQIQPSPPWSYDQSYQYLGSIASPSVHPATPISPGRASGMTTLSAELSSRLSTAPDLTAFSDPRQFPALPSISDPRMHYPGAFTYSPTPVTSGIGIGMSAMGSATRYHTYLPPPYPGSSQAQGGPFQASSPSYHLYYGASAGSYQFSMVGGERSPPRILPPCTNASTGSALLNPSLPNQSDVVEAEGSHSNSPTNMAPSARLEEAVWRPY
Target sequence (Q13951 whole entry, looked up, the tested form may be a part): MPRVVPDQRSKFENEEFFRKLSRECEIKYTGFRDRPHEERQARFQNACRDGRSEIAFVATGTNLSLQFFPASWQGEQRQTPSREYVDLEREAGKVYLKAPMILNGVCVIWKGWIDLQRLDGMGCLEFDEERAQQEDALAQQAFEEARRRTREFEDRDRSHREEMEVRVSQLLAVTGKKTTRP
Hck Nef HTS – inhibitors of human Hck kinase activated by Nef; P08631; Recombinant Hck-YEEI plus Nef, Z-Lyte FRET kinase assay; inhibition, % at 20 µM; 220,000 tested, 0.68% active; AID 463187;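 active = Hck-Nef kinase inhibition above about 50%, limit read from the data; inactive = inhibition below that limit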;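 also: 0% = DMSO with Hck plus Nef and 100% = Hck alone without Nef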
EP2 mod – modulates human prostaglandin E2 receptor EP2 signaling | 260,000 tested, 0.83% active | EP2-expressing cells, cAMP HTRF FRET, PGE2 co-stimulation | P43116 | induction, % at 25 µM;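 active = compounds whose cAMP rise, as percent of the full-agonist control response, exceeds 60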;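 also: rat C6 glioma line stably carrying human EP2 under a CMV promoter; the protocol text gives 20 µM as final concentration; 100% = response of wells given 1 µM PGE2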
PERK inh – blocks human PERK kinase; Q9NZJ5; CHO PERK-DD fusion, SEAP luminescence translation reporter; inhibition, % at 5.6 µM; 220,000 tested, 0.17% active; AID 1416;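 active = inhibition above the mean inhibition of all tested compounds plus 3 SD, set separately per screening campaign, cut at about 2.9% in these data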;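 also: PERK kinase domain activated by AP20187 dimerizer at 100 nM; 0% = DMSO with dimerizer and 100% = rapamycin at 8.4 µM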
Runt-CBFb FRET – blocks binding of human RUNX1 Runt domain to CBFb | AID 1496 | inhibition, % at 20 µM | Q01196+Q13951 | Cerulean-Runt/Venus-CBFb FRET ratio 530/480, 1 h | 220,000 tested, 0.46% active;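 active = inhibition over about 50% at 20 µM in the single-dose screen, limit read from the data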;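 also: 0% = DMSO wells and 100% = excess unlabeled CBFb competitor control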
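System: Cerulean-labeled Runt domain protein | Quantity: 100 nM of each labeled protein | Schedule: 1 h compound exposure, room temperature | Detection: Fluorescence energy transfer, 422 nm excitation, 530/480 nm emission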
TNF necrop inh – blocks TNF-alpha induced death of Jurkat FADD-/- cells | Jurkat FADD-/- TNF necroptosis rescue, ATP luminescence, 24 h; 0 = TNF only, 100 = no-TNF cells | activation (protection from cell death), % at 10 µM | 220,000 tested, 0.068% active;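 active = activation, meaning protection from cell death, of at least 50% relative to plate controls; inactive = activation below 50%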;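 also: necroptosis triggered by 40 ng/mL TNF-alpha added together with compound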
An asterisk follows results filed as active; . = not tested or not shown; & = joins results of further samples. Only part of the results is shown; rates above refer to the full screens.

SMILES	RBBP9 inhibitor	EP2 antag	zVAD death inh	Runt-SMMHC FRET	Hck Nef HTS	EP2 mod	PERK inh	Runt-CBFb FRET	TNF necrop inh
NNC(=O)CCn1c2ccccc2c2ccccc21	-3	10	-1.0	0	19	-35	0.6	-2	0.9
CCOC(=O)N1CCN(S(=O)(=O)c2ccc(C(=O)Nc3nnc(CSC)o3)cc2)CC1	-5	5	0.8	6	-2	8	0.7	0	0.7
Cc1cc(C)n(CC(C)NCc2c(C(=O)N3CCOCC3)nc3c(C)cccn23)n1 (stereo not given)	1	9	0.4	-1	6	6	0.1	1	1.6
O=C(CN(Cc1ccccc1Cl)C(=O)c1ccc(CN2CCOCC2)o1)NCC1CCCO1 (stereo not given)	-3	6	-0.1	4	-1	30	0.3	-3	0.5
C#CCOc1ccc2c(C)cc(=O)oc2c1	1	20	0.5	5	6	5	1.1	-1	-2.7
COc1cc(Br)cc2cc(C(=O)NCC3CCCO3)c(=O)oc12 (stereo not given)	-7	4	-0.2	-19	-1	10	0.7	-5	-1.5
CCN1CCN(CCNC(=O)c2ccc(CS(=O)(=O)c3ccccc3C)o2)CC1	-8	2	0.0	-7	-4	-3	0.5	0	2.4
COC(=O)C1CCN(C(=O)NC2CCCCC2)CC1	-6	17	0.2	3	-1	11	0.1	0	0.0
COC(=O)CSc1nnc(CNC(=O)c2cc(OC)c(OC)c(OC)c2)n1C	-6	6	-0.4	3	0	14	0.4	-2	-3.3
Cc1ccc(-c2nnc(Oc3ccc(NC(=O)c4ccccc4)cc3)c3ccccc23)cc1	-10	3	5.4	1	0	11	-0.2	-2	1.8
CCOc1ccc(-c2cc(C(=O)NCCCN3CCN(CC)CC3)c3ccccc3n2)cc1	-2	11	3.0	-1	8	-3	-1.1	2	-4.6
O=C(c1ccc(F)cc1)N(C(=O)c1ccc(F)cc1)c1ncccn1	3	2	-0.9	1	19	23	0.7	-2	-1.0
Cc1nc2c(C(=O)NCc3ccccc3Cl)c[nH]n2c(=O)c1Cl	-3	14	-0.2	-1	-1	-39	0.3	-4	-2.9
CCOC(=O)C1CCN(c2c(NCCC(C)C)c(=O)c2=O)CC1	5	7	-0.1	-1	8	5	0.3	3	2.8
COc1ccc(NCC(=O)N/N=C/c2cc([N+](=O)[O-])ccc2N2CCCC2)cc1	-2	6	1.5	-6	21	-43	-0.5	-2	1.3
Cc1oc(C(C)(C)C)c(CN2CCCC2)c1C(=O)O	6	10&9	-0.2	0	0	27&-14	2.5	0	-3.5
Cc1cccc(OCCCC(=O)Nc2ccc(S(=O)(=O)Nc3onc(C)c3C)cc2)c1	6	8	0.1	-58	-1	-10	-0.3	-2	0.9
COc1cc(C(C)=O)ccc1COc1ccc(C(=O)O)cc1OC	-10	9	1.1	0	15	-3	-0.6	1	0.6
Cc1cc(C)c(NC(=O)c2ccccc2CCc2ccccc2)c(C)c1	-1	6	-0.2	4	1	27	1.5	0	-3.3
Cn1nc(C(C)(C)C)cc1C(=O)Nc1nc2c(s1)C(=O)CC(C)(C)C2	-6	4&7	-0.2	-4	5	32&-40	-0.3	-4	-0.2

Another view of 12 compounds above.
mol,RBBP9 inhibitor,EP2 antag,zVAD death inh,Runt-SMMHC FRET,Hck Nef HTS,EP2 mod,PERK inh,Runt-CBFb FRET,TNF necrop inh
COC(=O)CSc1nnc(CNC(=O)c2cc(OC)c(OC)c(OC)c2)n1C,-6,6,-0.4,3,0,14,0.4,-2,-3.3
Cc1ccc(-c2nnc(Oc3ccc(NC(=O)c4ccccc4)cc3)c3ccccc23)cc1,-10,3,5.4,1,0,11,-0.2,-2,1.8
CCOc1ccc(-c2cc(C(=O)NCCCN3CCN(CC)CC3)c3ccccc3n2)cc1,-2,11,3.0,-1,8,-3,-1.1,2,-4.6
O=C(c1ccc(F)cc1)N(C(=O)c1ccc(F)cc1)c1ncccn1,3,2,-0.9,1,19,23,0.7,-2,-1.0
Cc1nc2c(C(=O)NCc3ccccc3Cl)c[nH]n2c(=O)c1Cl,-3,14,-0.2,-1,-1,-39,0.3,-4,-2.9
CCOC(=O)C1CCN(c2c(NCCC(C)C)c(=O)c2=O)CC1,5,7,-0.1,-1,8,5,0.3,3,2.8
COc1ccc(NCC(=O)N/N=C/c2cc([N+](=O)[O-])ccc2N2CCCC2)cc1,-2,6,1.5,-6,21,-43,-0.5,-2,1.3
Cc1oc(C(C)(C)C)c(CN2CCCC2)c1C(=O)O,6,10&9,-0.2,0,0,27&-14,2.5,0,-3.5
Cc1cccc(OCCCC(=O)Nc2ccc(S(=O)(=O)Nc3onc(C)c3C)cc2)c1,6,8,0.1,-58,-1,-10,-0.3,-2,0.9
COc1cc(C(C)=O)ccc1COc1ccc(C(=O)O)cc1OC,-10,9,1.1,0,15,-3,-0.6,1,0.6
Cc1cc(C)c(NC(=O)c2ccccc2CCc2ccccc2)c(C)c1,-1,6,-0.2,4,1,27,1.5,0,-3.3
Cn1nc(C(C)(C)C)cc1C(=O)Nc1nc2c(s1)C(=O)CC(C)(C)C2,-6,4&7,-0.2,-4,5,32&-40,-0.3,-4,-0.2

(continued)
SMILES	RBBP9 inhibitor	EP2 antag	zVAD death inh	Runt-SMMHC FRET	Hck Nef HTS	EP2 mod	PERK inh	Runt-CBFb FRET	TNF necrop inh
Cn1c(=O)cc(SCC(=O)NCC2COc3ccccc3O2)c2ccccc21 (stereo not given)	-1	4	0.5	-4	2	14	0.2	-2	0.2
COc1cc2[nH]c3c(N4CCN(c5ccccn5)CC4)ncnc3c2cc1OC	0	.	2.7	-3	3	-60	-1.3	-5	-8.6
CCC(CC)NC(=O)Nc1ccccc1C(F)(F)F	-2	8	-0.1	-1	17	-18	0.7	0	0.0
O=C(N/N=C1\CCCCc2ccccc21)c1ccccn1	-1	3	1.7	1	20	7	0.3	1	-0.2
c1cncc(-c2nc3ccccc3[nH]2)c1	-10&2	6	0.4&1.1	-4&0	31&0	-6&0	0.6&1.6	4&0	-1.1&-3.4
CC(C)NC(=O)c1onc(CSc2ccc(F)cc2)c1C(=O)O	4	7	0.0	-8	1	12	2.4	-3	-1.8
Cc1c(NC(=O)COC(=O)C2CC3C=CC2C3)c(=O)n(-c2ccccc2)n1C (stereo not given)	1	13	-0.3	3	0	15	0.8	-1	-1.2
COc1cccc(C2=NOC(C(=O)Nc3cccc(C(C)=O)c3)C2)c1OC (stereo not given)	-5	8	1.3	-1	8	-3	0.5	0	-1.7
COc1ccc(S(=O)(=O)n2nc(OC(=O)c3ccco3)cc2N)cc1	0	11	-0.2	-4	2	30	2.8	0	-2.2
O=C(Nc1ccc(Nc2ccccc2)cc1)N1CCOCC1	-6	4	0.2	0	1	7	1.0	1	-1.9
Oc1cccc2ccc(/C=C/c3ccc(Br)s3)nc12	-7	4	1.4	-20	20	3	0.0	7	0.6
COc1ccc(/C=C\c2cc(OC)c(OC)cc2CC[N+](C)(C)C)cc1OC	7	10	27	6	28	-5	1.2	-14	-0.7
CCCC1=NN2C(=N)/C(=C\c3cc(C)n(-c4cc(C)cc(C)c4)c3C)C(=O)N=C2S1	-8	11	0.6	-7	6	-19	-0.9	-17	2.4
COc1cccc(NC(=O)C(c2ccccc2)N2CCCCC2)c1 (stereo not given)	-9	5	1.7	2	23	3	0.6	-1	2.7
Cc1ccc2c(c1)-c1c(cnn1CC(=O)N1CCCN(Cc3ccccc3F)C1)CO2	-9	18	-0.2	1	-6	-33	-0.9	-6	-6.1
O=[N+]([O-])c1ccc(N/N=C/c2c[nH]c3ccccc23)c(S(=O)(=O)Nc2ccc(Cl)cc2)c1	11	.	0.0	-57	4	-18	0.5	-24	-4.3
COC(=O)c1cc(OC)c(OC)cc1NC(=O)C1CCCO1 (stereo not given)	-2	12	15	0	-1	.	1.1	0	1.1
COC(=O)c1cccc(COC(=O)c2ccccc2NC(=O)c2ccco2)c1	-8	9	-0.3	-4	3	29	-0.3	-6	-0.6
COc1ccc2c(c1)[nH]c1c(=O)n(CCc3cnc[nH]3)cnc12	-4	8	0.5	-5	0	2	0.2	1	3.3
COC(=O)CC1C(=O)NCCN1C(=O)Nc1cccc(Cl)c1 (stereo not given)	6	3	2.3	0	0	-11	1.6	2	-0.3
Cc1ccc(S(=O)(=O)NC(C(=O)OCC(=O)NC2CCS(=O)(=O)C2)C(C)C)cc1 (stereo not given)	4	13	0.1	3	0	11	0.5	2	-1.8
CC(=O)NCCn1c(SCC(=O)NCCc2ccc(S(N)(=O)=O)cc2)nc2ccccc2c1=O	4	6	-1.4	-1	15	-3	2.2	1	-0.1
CCOC(=O)N1CCC(N2Cc3cccc(C(=O)NCc4ccccn4)c3C2=O)CC1	-2	14	-0.8	18	3	-2	-0.2	2	-0.5
O=S(=O)(c1ccccc1)c1ccc(C(F)(F)F)cn1	7	5	0.2	-2	20	-8	1.6	0	0.6
Cc1ccc(S(=O)(=O)CC(O)CN2CCCC2=O)cc1 (stereo not given)	2	7	-0.1	1	-1	11	1.1	-2	-1.2
COc1ccccc1C(=O)NCC(=O)Nc1ccccc1	-8	16	-0.1	1	-1	-11	-1.5	-1	-1.0
Cc1cc(N2C(=O)CC(C(C)c3ccccc3)C2=O)no1 (stereo not given)	-1	2	0.0	-3	-3	9	0.8	-2	-0.4
CN=C(Nc1ccc2c(c1)OCO2)SC1CC(=O)N(c2ccccc2)C1=O (stereo not given)	-10	8	-0.1	-6	-1	-23	-0.8	-3	2.8
CCOc1ccccc1C(=O)N1CCN(C(c2ccccc2)c2ccccc2)CC1	-5	2	-0.4	2	1	32	0.9	5	-6.5
CC(=O)N1CCC(N(CCN2CCOCC2)C(=S)Nc2cccc(C)c2C)CC1	-7	3	0.0	0	1	10	0.3	1	1.6
Cc1nonc1C(=O)N/N=C/c1ccc(O)c(O)c1	0	4	-0.3	15	-1	6	1.1	26	-0.9
COc1ccc(Br)cc1S(=O)(=O)NCCN1CCOCC1	6	10	1.8	-2	12	-21	-0.7	-1	2.5
O=C(O)C1CCCCC1C(=O)NCCC(c1ccccc1)c1ccccc1 (stereo not given)	-7	3	-0.1	-1	1	0	-0.7	.	-0.4

Bioassay records: PubChem, several laboratories
